# Source: PubChem BioAssay
# GAA spleen mod: lysosomal alpha-glucosidase (human) modulation; Potency, µM (top dose mostly 79.9 µM), inactives show top-dose activity change, negative = inhibition, most hits filed as inhibitors; 240,000 compounds, 0.006% hits; human spleen homogenate, 4-MU-alpha-glucoside fluorescence; P10253;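 further: 0% = enzyme with vehicle and -100% = no enzyme basal signal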
#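 Human spleen homogenate (1 ug) with 4-methylumbelliferyl-alpha-D-glucopyranoside (1 mM final) in 50 mM citrate/phosphate pH 5.0, 0.01% Tween-20; 40 min at 37 C. Stopped at pH 10; 4-MU fluorescence Ex 365/Em 440 nm; AC50 by Hill fit.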
# SMN2 splice enh: enhancers of SMN2 splice variant expression; 210,000 compounds, 2.8% hits; HEK293 SMN2-luciferase splicing reporter, luminescence, 30-36 h; Potency, µM (titrated, usually from 46.1 µM), without a hit: at the highest dose activity change, positive = activation, usual class: activators; further: % of control where 0% means no effect; nearly all actives have a fitted effect of over 55% in size
#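 qHTS luciferase splicing reporter: luminescence rises when SMN2 exon 7 is included in transfected HEK293 cells. Compound exposure lasted 30-36 h at 37C, with 4.5 mM final sodium butyrate as control, followed by a ONE-Glo read.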
# JMJD2E inh: blocks human JMJD2E demethylase activity. AID 2147. Potency, µM (highest dose often 57.1 µM), without a hit: at the top dose activity change, negative = inhibition, most hits filed as inhibitors. JMJD2E catalytic domain, FDH-coupled NADH fluorescence (FDH is formaldehyde dehydrogenase). 230,000 compounds, 1.6% hits; active means well fitted inhibition curve with a large enough effect, not every such curve was filed as active; inconclusive means small, poorly fitted or top-dose-only effect, or another doubt; inactive means no such curve, though single readings can be large or run the other way;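 further: 0% = wells with enzyme and -100% = buffer wells without enzyme; nearly all actives have a fitted effect of over 50% in size; many of its hits are not listed in these tables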
# Target sequence (B2RXH2 1-337 limits assumed): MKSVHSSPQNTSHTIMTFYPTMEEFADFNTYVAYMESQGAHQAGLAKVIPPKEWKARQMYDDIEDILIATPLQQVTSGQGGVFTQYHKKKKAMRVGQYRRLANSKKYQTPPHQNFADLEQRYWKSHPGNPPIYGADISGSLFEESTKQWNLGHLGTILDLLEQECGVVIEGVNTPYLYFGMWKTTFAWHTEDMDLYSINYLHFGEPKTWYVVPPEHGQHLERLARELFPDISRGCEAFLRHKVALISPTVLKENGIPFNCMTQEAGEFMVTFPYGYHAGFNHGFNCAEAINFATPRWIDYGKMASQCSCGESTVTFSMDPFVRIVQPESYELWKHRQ
# aGal spleen mod: inhibitors or activators of human alpha-galactosidase in spleen homogenate. P06280. human spleen homogenate, 4MU-alpha-Gal fluorescence, 40 min. Potency, µM (series often up to 80 µM), for inactives: at the highest dose activity change, negative = inhibition, usual class: inhibitors. 240,000 compounds, 0.008% hits. AID 2107;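 further: 0% = enzyme with vehicle and -100% = no enzyme basal signal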
# Target sequence (P06280 32-429 limits assumed): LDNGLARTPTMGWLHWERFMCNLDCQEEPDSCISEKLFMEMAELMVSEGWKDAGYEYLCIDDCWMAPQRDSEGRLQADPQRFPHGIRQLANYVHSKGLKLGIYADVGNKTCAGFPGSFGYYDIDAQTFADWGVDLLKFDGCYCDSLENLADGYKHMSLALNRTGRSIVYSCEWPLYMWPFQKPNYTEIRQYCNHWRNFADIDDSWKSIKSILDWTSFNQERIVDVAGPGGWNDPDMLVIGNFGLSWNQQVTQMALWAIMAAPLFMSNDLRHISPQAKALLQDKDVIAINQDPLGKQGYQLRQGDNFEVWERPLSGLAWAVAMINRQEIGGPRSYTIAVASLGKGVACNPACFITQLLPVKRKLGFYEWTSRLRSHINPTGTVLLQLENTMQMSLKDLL
#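 qHTS titration in buffer at pH 5.0. Alpha-galactosidase activity in spleen homogenate was measured via 4-methylumbelliferone release from 1 mM fluorogenic substrate after 40 min at 37C and a pH 10 stop. AC50 came from Hill fits of control-normalized data.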
# GAA glycogen mod: alters human alpha-glucosidase cleavage of glycogen; P10253; recombinant GAA, glycogen substrate, Amplex Red glucose oxidase fluorescence; Potency, µM (highest dose often 76.4 µM), for the others: at the highest dose activity change, negative = inhibition, usual class: inhibitors; 300,000 compounds, 0.38% hits;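 further: 0% = full enzyme reaction and -100% = no-enzyme basal signal; the screen sought inhibitors and activators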
#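 qHTS, 1536-well; enzyme 4 nM final; cpd up to 77 uM; substrate bovine liver glycogen 30 ug; 50 mM citrate/phosphate pH 5.0, 0.01% Tween-20; 37 C, 40 min; Amplex Red detection 45 min RT; Hill fit → AC50.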
# GoLoco inh red: blocks human Gai1 binding to RGS12 GoLoco peptide, red readout. P63096. Gai1:RGS12 GoLoco peptide FP, rhodamine, 10 min. 230,000 compounds, 0.44% hits. Potency, µM (highest dose often 61.6 µM), without a hit: top-dose activity, negative = inhibition, hits mostly inhibitors; active means well fitted inhibition curve with a large enough effect, not every such curve was filed as active; inactive means no such curve, though single readings can be large or run the other way; further: on the % scale 0 is the no-effect control and ±100 the full control effect; nearly all actives have a fitted effect of over 30% in size; many of its hits are not listed in these tables
# Target sequence (P63096 whole entry, looked up): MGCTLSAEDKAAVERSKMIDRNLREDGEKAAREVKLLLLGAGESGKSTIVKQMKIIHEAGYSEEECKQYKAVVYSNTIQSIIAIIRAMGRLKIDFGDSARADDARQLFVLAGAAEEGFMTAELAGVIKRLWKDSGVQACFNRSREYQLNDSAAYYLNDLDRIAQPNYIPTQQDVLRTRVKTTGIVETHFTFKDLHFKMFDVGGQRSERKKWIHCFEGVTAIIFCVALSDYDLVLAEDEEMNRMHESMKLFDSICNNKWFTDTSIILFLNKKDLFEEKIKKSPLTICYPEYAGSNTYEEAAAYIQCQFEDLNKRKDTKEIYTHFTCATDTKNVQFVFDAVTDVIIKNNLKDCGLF
# ALDH1A1 block: ALDH1A1 (human) enzyme inhibition | P00352 | Purified ALDH1A1, NADH fluorescence, propionaldehyde substrate | Potency, µM (titrated, usually from 75.3 µM), for the others: at the top dose activity, negative = inhibition, usual class: inhibitors | 220,000 compounds, 7.3% hits; active means well fitted inhibition curve with a large enough effect, not every such curve was filed as active; inconclusive means small, poorly fitted or top-dose-only effect, or another doubt; inactive means no such curve, though single readings can be large or run the other way;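 further: plate controls were no enzyme wells and a reference inhibitor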
# GAA inhib: inhibitors of human lysosomal alpha-glucosidase; Potency, µM (top dose mostly 76.9 µM), for inactives: top-dose activity change, negative = inhibition, most hits filed as inhibitors; 200,000 compounds, 0.005% hits; AID 1466; purified human GAA, 4-MU-alpha-glucoside fluorescence;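 further: plate controls were uninhibited enzyme wells for no effect and no-enzyme background for full effect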
#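 Fluorescence at Ex 365/Em 440 nm from 4-methylumbelliferone reported enzyme activity after 20 min at room temperature. Reactions used 4 nM enzyme and 400 uM substrate at pH 5.0; curves fitted with the Hill equation.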
# * marks the source's active call; other numbers are inactive results; ? = inconclusive; nt = no result given; & = joins results of further samples; [ ] = remark or other dose. Unless noted, the call rests on the fitted dose curve; in most records, active means well fitted curve in the direction sought with a large enough effect; inconclusive means small, poorly fitted or top-dose-only effect, or another doubt; inactive means no such curve, though single readings can be large; an effect the other way counts as inactive or inconclusive. Potency means the concentration at half of the fitted maximal effect. Only part of the results is shown. The share of hits here may be higher or lower than overall.
# Sequence of screens: GAA spleen mod	SMN2 splice enh	JMJD2E inh	aGal spleen mod	GAA glycogen mod	GoLoco inh red	ALDH1A1 block	GAA inhib
CCc1ccc(/C=N/NC(=O)c2cc(C3CC3)nc3ccccc23)s1
→ -3%	-17%	1%	6%	9%	3%	-1%	-6%
Cc1ccccc1OCC(=O)Nc1ccc2c(c1)C(=O)c1ccccc1C2=O
→ 0%	-3%[1.84 µM]	1%	-3%	6%	0%	18µM*	-3%
COC(=O)CSC(=S)N1C(C)CCCC1C (stereo not given)
→ 6%	nt	3%	9%	-4%	2%	3%	-5%
O=C(Nc1ncnc2c1CCC2)C12CC3CC(CC(C3)C1)C2
→ 3%	-12%	-1%	9%	4%	3%	-7%	7%
COc1ccc(/C=C2\S/C(=N/S(=O)(=O)c3cccs3)NC2=O)cc1
→ 0%	9%	-11%	-2%	3%	7%	?	5%
COc1ccc(N2CC(NC(=O)NC(C)(C)C)CC2=O)cc1 (stereo not given)
→ -8%	7%	-3%	-7%	-1%	9%	14%	-1%
CSC1=NCCCN1C(=O)c1c(-c2ccccc2Cl)noc1C
→ 15%	nt	-4%	8%	-6%	3%	-14%	-4%
CCCNS(=O)(=O)c1ccc(CCC(=O)N2CCN(c3ccc(OC)cc3)CC2)cc1
→ -5%	-45%[inhibitor]	-3%	-2%	-16%	-22%	?	1%
CC(C)(C)C1CCc2onc(C(=O)Nc3cnn(Cc4ccc(F)cc4)c3)c2C1 (stereo not given)
→ -5%	0%	?	-16%	-17%	-2%	0%	-3%
O=C(/C=C/c1ccc(-c2ccccc2[N+](=O)[O-])o1)c1ccc(F)cc1
→ -5%	-4%	-6%	-2%	-5%	6%	-1%	-7%
CC(=O)Nc1ccc(NS(=O)(=O)c2cn(C)c(=O)n(C)c2=O)cc1
→ -6%	-3%	9%	5%	3%	1%	0%	-1%
CC/C(=N\NC(C)=O)c1ccc(OC(F)F)cc1
→ 2%	-4%	2%	-3%	-6%	3%	4%	5%
COc1cc(-c2nc(CN(C)C(C)c3ccncn3)c(C)o2)ccc1F (stereo not given)
→ 2%	nt	-21%	3%	-9%	-3%	?	3%
Cc1ccc(S(=O)(=O)N2CCC(O)(c3cccnc3)CC2)cc1
→ 0%	0%	5%	6%	-1%	2%	-14%	-8%
CN(CC1CCOCC1)C(=O)CC1C(=O)NCCN1Cc1cccc(Oc2ccccc2)c1 (stereo not given)
→ 0%	nt	?	-1%	7%	-26%	-5%	nt
Cc1cccc(-c2nc(C#N)c(N3CCCCCC3)o2)c1
→ -14%	?	?	-7%	-17%	-1%	?	0%
COc1cccc(CNC(=O)CCc2nnc(C3CCCCC3)o2)c1
→ -6%	nt	4%	1%	10%	10%	?	2%
CC(Cc1ccccc1)NC(=O)C1(c2ccccc2)CCOCC1 (stereo not given)
→ 7%	28%	5%	10%	11%	-10%	1%	-11%
O=C1CCC(c2ccc(-n3ccnc3)cc2)=NN1
→ -7%	-1%	-2%	13%	nt	15%	5%	nt
O=C1CCC(c2ccccc2)=NN1
→ 3%	-44%[inhibitor]	2%	3%	12%	-4%	-3%	-2%
CNC(=O)C1Cc2ccccc2CN1S(=O)(=O)c1cccs1 (stereo not given)
→ 7%	1%	0%	8%	2%	-2%	-4%	7%
COc1ccccc1OCc1ccc(C(=O)N(C)C)o1
→ 7%	?	5%	10%	5%	5%	-8%	0%
CC1(C)CC(=O)C(N=Nc2cccc(S(=O)(=O)N3CCOCC3)c2)=C(O)C1
→ -11%	nt	-6%	6%	3%	0%	nt	nt
Cc1nn(-c2ccccc2)c(Cl)c1/C=C1\C(=O)N(C)C(=S)N1C
→ -9%	9%	-9%	-7%	-5%	10%	-9%	-8%
COCCNC(=O)NC(=O)COC(=O)c1cc([N+](=O)[O-])ccc1Sc1nc(C)cs1
→ 0%	nt	-8%	-2%	-1%	nt	8%	-5%
O=C(Cn1c(=O)sc2ccccc21)Nc1ccc(S(=O)(=O)N2CCCCC2)cc1
→ -3%	-7%	-1%	1%	-5%	-3%	?	?
O=C(c1ccc(C(F)(F)F)cc1)C1CCCN(C(=O)CCc2cnccn2)C1 (stereo not given)
→ 4%	nt	?	-3%	16%	13%	2%	1%
COCCCNc1nc(N)c([N+](=O)[O-])c(Nc2ccccc2OC)n1
→ -2%	nt	3%	-6%	0%	5%	nt	nt
Cc1ccc(CN(CC2CCCO2)C(=O)CN2C(=O)C(C(C)C)Oc3ccccc32)o1 (stereo not given)
→ -8%	-5%	-5%	5%	-3%	-14%	-12%	1%
CC1(C)CN(c2ccc(CC#N)cc2)C1=O
→ -14%	-4%	3%	1%	2%	-4%	-9%	-2%
COC(=O)c1c(NC(=O)c2ccco2)sc2c1C(C(=O)OC)CC2 (stereo not given)
→ -1%	-15%	?	3%	-2%	9%	-3%	-4%
NC(=S)N/N=C/c1c[nH]c2ccccc12
→ 13%	nt	-3%	3%	?	6%	nt	nt
COc1ccc2oc(=O)c(C(=O)N3CCCC3)cc2c1
→ 10%	-12%	?	?	1%	9%	?	?
CCNC(=O)COC(=O)C1CCC(=O)N(c2ccc(OC)cc2)C1c1ccc(OC)cc1 (stereo not given)
→ -2%	6%	-6%	1%	-3%	-7%	8.9µM*	4%
COC(=O)c1ccc(Cl)c(NC(=O)NC23CC4CC(CC(C4)C2)C3)c1
→ 6%	-19%	-2%	1%	1%	10%	-5%	-13%
COC(=O)c1cc2occc2n1Cc1nc(-c2cccc(Cl)c2)oc1C
→ 2%	-2%&-7%	-12%	5%	11%[76.3 µM]	7%	4%	6%
COc1ccc(OCC(=O)O/N=C(\N)Cc2ccc(Cl)cc2)cc1
→ -2%	-6%	0%	7%	-1%	8%	1%	-7%
Cn1c(=O)oc2cc(S(=O)(=O)NCCN3CCCCCC3)ccc21
→ -6%	8%	-1%	-1%	16%	13%	-12%	3%
O=S(=O)(c1ccc(Cl)s1)N1CCCc2cccc(O)c21
→ -11%	9%	2%	-2%	-3%	-3%	-7%	-7%
Cc1nc2ccccc2nc1OCC(=O)Nc1cc(C(F)(F)F)ccc1N1CCOCC1
→ -9%	7%	?	-17%	3%	21%	-14%	-6%
CC(=O)Nc1ccc(-c2csc(NC(=O)c3ccc(C)o3)n2)cc1
→ -7%	-3%	-6%	-5%	1%	10%	?	-1%
O=C(c1cc(C(=O)NCCc2ccccc2)c(=O)n(CCc2ccccc2)c1)c1cc(Cl)ccc1O
→ -3%	-18%	0%	-8%	7%	20%	10%	?
Cc1c(Br)c(C(=O)N2CCc3ccccc32)nn1C
→ -6%	?	3%	0%	9%	4%	8%	1%
O=CC(O)C(O)C(O)C(O)CO (stereo not given)
→ 10%	nt	nt	2%	nt	6%	-4%	nt
O=C(Nc1ccccc1C(=O)N/N=C/c1ccc(O)cc1)c1ccccc1
→ -2%	nt	-7%	6%	-7%	6%	nt	nt
Cc1ccc(-c2nnn(CCC(=O)NC3CCCC3)n2)cc1
→ -8%	-4%	-16%	?	6%	9%	?	-3%
O=C(c1ccc2c3c(cccc13)CC2)C1CCCN(C(=O)c2cc[n+]([O-])cc2)C1 (stereo not given)
→ 2%	nt	?	16%	1%	18%	?	?
COc1ccc(C(=O)Oc2ccc(F)cc2C(=O)/C=C/c2ccc(OC)c(OC)c2)cc1
→ -7%	-16%	?	4%	-6%	-3%	-14%	0%
CC(C)(O)C#Cc1ccc(CN2CCN(Cc3ccsc3)C(CCO)C2)cc1 (stereo not given)
→ 2%	-17%	5%	0%	-10%	8%	15%	-3%
Cc1nn(-c2ccccc2)c2nc(C(F)(F)F)[nH]c(=O)c12
→ 4%	-4%	-17%	-8%	3%	2%	?	5%
CS(=O)(=O)c1ccc(N2CCOCC2)c(S(C)(=O)=O)c1
→ -5%	11%	-3%	10%	7%	-12%	6%	-4%
O=C(CC1(C(=O)O)CCCC1)N1CCOCC1
→ -8%	-16%	4%	4%	2%	6%	10%	-14%
CC(C)OCC(O)CSc1ccccn1 (stereo not given)
→ 6%	15%	0%	2%	-6%	-4%	-3%	-2%
COc1ccc(Oc2ccc(S(=O)(=O)N3CCCCC3)cc2S(=O)(=O)N2CCCCC2)cc1
→ 6%	nt	?	-6%	-1%	2%	nt	nt
COc1cccc(-n2nnnc2SCC(=O)N2CCCc3ccccc32)c1
→ -11%	-13%	2%	-7%	7%	2%	5.6µM*	-9%
Cc1cc(C)cc(N2C(=O)CC(N(C(=O)c3ccco3)c3cc(C)cc(C)c3)C2=O)c1 (stereo not given)
→ 9%	-29%	-8%	8%	4%	-1%	?	1%
N#Cc1cccc(-c2cncnc2NCCc2cnc[nH]2)c1
→ 1%	nt	nt	7%	nt	16%	7%	nt
O=C(COC(=O)c1ccccc1F)c1ccc(-n2nncc2-c2ccco2)cc1
→ 4%	0%	-7%	4%	-17%	4%	?	10%
Cc1cc(NC(=O)Cn2nc3c(cc2=O)CCCC3)ccc1Br
→ -10%	-15%	-2%	-5%	-9%	-1%	?	-6%
Cc1sc(NC(=O)CCC(=O)O)c(C#N)c1C
→ 9%	-28%	4%	4%	6%	-3%	1%	4%

# Continued:
# Sequence of screens: GAA spleen mod	SMN2 splice enh	JMJD2E inh	aGal spleen mod	GAA glycogen mod	GoLoco inh red	ALDH1A1 block	GAA inhib
O=c1oc2c3c(nn2c2ccccc12)CCCC3
→ 0%	-6%	4%	-4%	-7%	1%	1%	-11%
CCOC(=O)c1c(CN2CCN(C)CC2)n(-c2ccccc2)c2cc(Br)c(O)cc12
→ 0%	nt	-5%	0%	-10%	4%	nt	nt
Cc1cc(Oc2ccc(C#N)cc2)nc(NCc2ccccc2)n1
→ -3%	-57%[inhibitor]	-9%	5%	0%	2%	2%	2%
CCc1nc(C)c(-c2ccccc2)c(=O)[nH]1
→ 0%	-1%	2%	5%	1%	-3%	-5%	3%
CNS(=O)(=O)c1cccc(C(=O)OCC(=O)Nc2sc3c(c2C#N)CCCCC3)c1
→ -2%	nt	-1%	1%	13%	nt	25µM*	1%
